Screens from PubChem.
mIAP activ: mouse IAP activation; muIAP, CDP-Star luminescence, 30 min; hits give high values; 1 = vehicle-only enzyme signal, 0 = enzyme-free wells; activation factor at 10 µM; 330,000 compounds, 0.24% hits; AID 2805;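 active = activation factor of at least 2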; also: the source names both 10 and 20 µM as test concentration; values of inactives mirror those of a sister screen read the other way
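also added = chemiluminescent substrate CDP-Star | test system = mouse IAP enzyme | signal = chemiluminescence readout | compound = DMSO-dissolved test compounds | incubation = 30 min at room temperature | benchmarks = DMSO wells, no-enzyme wells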
hIAP act: human IAP activation; P09923; purified human IAP, CDP-Star luminescence, 30 min; hits give high values; 1 = vehicle-only enzyme, 0 = enzyme-free background; activation factor at 10 µM; 330,000 compounds, 0.16% hits;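 active = activation factor of the enzyme at least 2-fold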; also: the source names both 10 and 20 µM as test concentration; values of inactives mirror those of a sister screen read the other way
MPTP block: inhibitors of mitochondrial permeability transition pore | isolated mouse mitochondria, Ca2+ swelling absorbance, 30 min | inhibition, % at 10 µM | 360,000 compounds, 1.4% hits | AID 602449;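 active = inhibition of 50% or more, scaled per plate between neutral and stimulator controls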;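 also: 0% = DMSO wells given calcium and 100% = 1 mM EGTA wells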
beta cell repl: inducers of beta-cell replication in MIN6 cells; 330,000 compounds, 0.29% hits; MIN6 cells proliferation, ATPlite luminescence, 48 h; cells starved in 0.2% serum; 100% = growth in 10% serum; proliferation, % at 10 µM; AID 2380;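 active = compounds whose signal lies at least 3.5 SD above the mean of all wells on their plate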;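 also: 0% = DMSO-treated cells in low-serum medium and 100% = 10% serum control; some compounds called inactive have numbers as strong as hits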
ATG4B inh: blocks human ATG4B protease cleavage of LC3 substrate; Q9Y4P1; ATG4B cleavage of LC3-PLA2, NBD-HPC fluorescence, 1 h; inhibition, % at 8.33 µM; 340,000 compounds, 0.51% hits; AID 504462; in the data active = inhibition above about 40%
Target sequence (Q9Y4P1 whole entry, looked up): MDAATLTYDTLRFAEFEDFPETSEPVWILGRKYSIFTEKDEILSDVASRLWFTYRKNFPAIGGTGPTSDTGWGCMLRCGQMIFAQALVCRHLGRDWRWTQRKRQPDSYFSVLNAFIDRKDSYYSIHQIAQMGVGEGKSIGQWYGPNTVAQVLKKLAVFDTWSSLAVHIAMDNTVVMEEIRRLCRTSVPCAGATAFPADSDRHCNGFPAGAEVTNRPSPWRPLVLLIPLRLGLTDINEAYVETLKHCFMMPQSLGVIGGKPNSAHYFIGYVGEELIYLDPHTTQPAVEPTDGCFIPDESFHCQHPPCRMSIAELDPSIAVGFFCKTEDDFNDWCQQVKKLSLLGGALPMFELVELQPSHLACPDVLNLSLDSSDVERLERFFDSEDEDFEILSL
hIAP inh: human IAP inhibition | inhibition, % at 10 µM | purified IAP, CDP-Star luminescence, 30 min | 330,000 compounds, 0.12% hits | P09923;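 active = inhibition reaching a set limit with compound at 10 µM in the primary screen, cut at about 35% in these data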;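 also: plate controls were DMSO wells with enzyme for no effect and no-enzyme buffer wells for full effect; values of inactives mirror those of a sister screen read the other way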
A3G deaminase: APOBEC3G (human) deaminase inhibition | inhibition, % at 20 µM | recombinant A3G, ssDNA deamination FAM/TAMRA fluorescence | Q9HC16 | AID 493012 | 330,000 compounds, 0.28% hits;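 active = inhibition of at least 40% at 20 µM, with no more than 30% in the related APOBEC3A deaminase screen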;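 also: plate controls were DMSO wells with A3G for no effect and wells lacking A3G enzyme for full effect; some compounds called inactive have numbers as strong as hits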
Target sequence (Q9HC16 whole entry, looked up): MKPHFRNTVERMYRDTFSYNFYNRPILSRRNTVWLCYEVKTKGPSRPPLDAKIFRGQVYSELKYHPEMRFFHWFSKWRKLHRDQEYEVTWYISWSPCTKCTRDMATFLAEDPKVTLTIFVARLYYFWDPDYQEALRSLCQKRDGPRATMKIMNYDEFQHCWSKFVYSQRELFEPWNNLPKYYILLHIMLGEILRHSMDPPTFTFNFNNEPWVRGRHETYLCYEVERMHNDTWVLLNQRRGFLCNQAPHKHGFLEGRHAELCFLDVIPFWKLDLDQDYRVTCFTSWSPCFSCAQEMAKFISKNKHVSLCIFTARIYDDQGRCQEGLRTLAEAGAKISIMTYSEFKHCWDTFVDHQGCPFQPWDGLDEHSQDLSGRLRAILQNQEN
mIAP inh: mouse IAP inhibition; 330,000 compounds, 0.2% hits; inhibition, % at 10 µM; AID 2806; purified mouse IAP, CDP-Star luminescence, 30 min;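 active = inhibition of at least 40% at 10 µM in the primary screen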;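 also: plate controls were DMSO with enzyme for no effect and no enzyme wells for full effect; values of inactives mirror those of a sister screen read the other way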
APOBEC3A inh: inhibitors of human APOBEC3A DNA deaminase; P31941; 330,000 compounds, 0.41% hits; recombinant A3A, FAM/TAMRA ssDNA deamination fluorescence; AID 493011; inhibition, % at 20 µM;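 active = at least 40% inhibition at 20 µM here, with at most 30% in a related deaminase screen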;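 also: plate controls were A3A with DMSO for no effect and wells lacking A3A enzyme for full effect; some results filed as inactive read as strong as hits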
Target sequence (P31941 whole entry, looked up): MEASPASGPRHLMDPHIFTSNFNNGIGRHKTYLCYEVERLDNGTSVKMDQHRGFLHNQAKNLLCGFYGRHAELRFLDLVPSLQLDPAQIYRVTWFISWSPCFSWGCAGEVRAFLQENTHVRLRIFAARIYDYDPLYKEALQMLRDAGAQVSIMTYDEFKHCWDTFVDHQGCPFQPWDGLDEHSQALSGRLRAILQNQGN
The depositor's hits bear a star; / = not tested or not shown.

| SMILES | APOBEC3A inh | hIAP inh | mIAP activ | beta cell repl | mIAP inh | MPTP block | A3G deaminase | ATG4B inh | hIAP act |
| --- | --- | --- | --- | --- | --- | --- | --- | --- | --- |
| O=C(Nc1cccc2ncccc12)c1ccc(F)cc1 | -2.2 | 3.1 | 0.975 | 0.0 | 2.5 | 1.1 | -5.3 | 1.7 | 0.969 |
| CCOc1ccc(NC(=O)Nc2c(C)n(C)n(-c3ccccc3)c2=O)cc1 | -5.4 | -13.6 | 1.06 | 3.2 | -6.1 | 0.8 | -5.1 | 3.6 | 1.14 |
| CCNc1nc(NCC)nc(C(=O)Nc2ccccc2)n1 | -3.6 | -27.8 | 0.92 | -0.8 | 8.0 | -5.6 | -1.5 | 4.8 | 1.28 |
| CCN(c1ccc(OC)cc1)S(=O)(=O)c1ccc2c(c1)CC(C)N2C(=O)C1CC1 (configuration not stated) | -5.8 | -0.3 | 0.919 | 0.3 | 8.1 | 2.6 | -6.3 | -11.8 | 1 |
| C/C=C(\C)CN1CCN(c2cccc(C)c2C)CC1 | -3.2 | 14.2 | 1.04 | -2.0 | -4.5 | 0.1 | -3.3 | 6.1 | 0.858 |
| Cn1cc(C(c2ccccn2)c2cn(C)c3ccccc23)c2ccccc21 | 4.0 | 2.1 | 0.944 | -3.0 | 5.6 | 6.2 | -5.7 | 8.8 | 0.979 |
| CN(CC(=O)Nc1ncn[nH]1)S(=O)(=O)c1cc(Cl)ccc1Cl | -2.3 | -75.3 | 0.864 | 2.1 | 13.6 | 0.6 | -7.1 | -5.4 | 1.75 |
| CCCCCN(C(=O)NC(=O)Nc1cccc(C)c1C)S(C)(=O)=O | -2.9 | 8.6 | 1.23 | -3.0 | -23.0 | -1.2 | -13.8 | 29.6 | 0.914 |
| O=C1Nc2cc(Cl)ccc2Nc2cscc21 | 0.2 | 4.1 | 0.894 | 3.7 | 10.6 | -2.5 | -7.8 | -2.1 | 0.959 |
| CCC(C)N(C(=O)Cn1nnc2ccccc21)C(C(=O)NCc1ccco1)c1cccc(OC)c1 (configuration not stated) | 0.5 | -11.4 | 1.15 | 0.4 | -15.3 | 1.2 | -4.7 | -7.7 | 1.11 |
| CN1CCc2c(OCC(=O)NC3CCCCC3)cccc2C1=O | 0.3 | -33.3 | 0.942 | -1.6 | 5.8 | 0.1 | -1.4 | 1.6 | 1.33 |
| O=C(CSc1n[nH]c(-c2ccco2)n1)Nc1sc2c(c1C(=O)Nc1ccccc1)CCCC2 | -2.2 | -13.7 | 0.992 | -3.0 | 0.8 | 5.0 | -1.0 | -10.7 | 1.14 |
| Cc1cc(OCc2cc(C(=O)N3CCN(CC4CC4)CC3)no2)cc(C)c1Cl | -4.0 | 8.0 | 0.972 | -3.6 | 2.8 | -1.2 | -6.7 | 3.1 | 0.92 |
| CCOc1ccc(N2C(=O)Nc3ccc(Br)cc3C2(O)C(=O)NCCN(C)C)cc1 (configuration not stated) | -2.8 | 10.1 | 0.973 | 0.5 | 2.7 | -1.0 | 2.4 | -5.9 | 0.899 |
| CC(=O)Nc1ccc(C(=O)OCC(=O)Nc2ccc([N+](=O)[O-])cc2C(F)(F)F)cc1 | 2.2 | -40.9 | 1.05 | 0.0 | -5.3 | 36.6 | -4.4 | -0.5 | 1.41 |

One compound at a time, from the list above. Order of values: APOBEC3A inh	hIAP inh	mIAP activ	beta cell repl	mIAP inh	MPTP block	A3G deaminase	ATG4B inh	hIAP act
`O=C1Nc2cc(Cl)ccc2Nc2cscc21` reads 0.2	4.1	0.894	3.7	10.6	-2.5	-7.8	-2.1	0.959
`CC(=O)Nc1ccc(C(=O)OCC(=O)Nc2ccc([N+](=O)[O-])cc2C(F)(F)F)cc1` reads 2.2	-40.9	1.05	0.0	-5.3	36.6	-4.4	-0.5	1.41

Following part.
| SMILES | APOBEC3A inh | hIAP inh | mIAP activ | beta cell repl | mIAP inh | MPTP block | A3G deaminase | ATG4B inh | hIAP act |
| --- | --- | --- | --- | --- | --- | --- | --- | --- | --- |
| Nc1sc2c(c1C(=O)NC1CCS(=O)(=O)C1)CCCC2 (configuration not stated) | -1.0 | -11.0 | 0.842 | -0.5 | 15.8 | -2.0 | 8.4 | -17.0 | 1.11 |
| CC(C)N(Cc1nc(-c2ccccc2)no1)S(=O)(=O)c1ccccc1 | -7.9 | -5.5 | 1.02 | -5.1 | -2.1 | -0.4 | -16.2 | -5.2 | 1.05 |
| CCC(C(=O)NNC(=O)c1cnccn1)c1ccccc1 (configuration not stated) | 3.1 | -69.9 | 0.787 | -3.0 | 21.3 | 0.4 | 3.0 | -11.6 | 1.7 |
| O=c1cc(Nc2ccc3c(c2)OCCO3)[nH]c(=O)n1-c1ccc(Cl)cc1 | -3.1 | 26.1 | 0.988 | -4.6 | 1.2 | -0.7 | -2.8 | 2.1 | 0.739 |
| C=CCc1c(C)nc(C)nc1N/N=C/c1ccc([N+](=O)[O-])cc1 | -1.1 | -6.1 | 1.12 | -0.1 | -11.7 | -0.1 | -1.4 | -2.9 | 1.06 |
| CCCN1CC=C2C(C#N)=C(N)C(C#N)(C#N)C(c3cc(OC)ccc3OC)C2C1 (configuration not stated) | -3.0 | -3.3 | 1.08 | 1.5 | -8.4 | -1.7 | -2.1 | -10.3 | 1.03 |
| CC(=O)c1ccc(N(CC(=O)NC2CCCC2)C(=O)c2csnn2)cc1 | -5.4 | -22.9 | 1.07 | -2.6 | -7.3 | -1.9 | -4.9 | -7.1 | 1.23 |
| Cc1ccc(CN2C(=O)CCC2C(=O)NCCCN2CCOCC2)cc1 (configuration not stated) | -3.0 | -11.0 | 1.04 | 0.5 | -4.3 | -3.2 | -2.2 | -3.7 | 1.11 |
| CC(=O)C12CCCCC1CC1[C@@H]3CC(C)C4=CC(=O)CC[C@]4(C)C3CC[C@@]12C (some centres not stated) | -2.3 | 19.7 | 0.941 | -5.5 | 5.9 | -0.4 | -5.7 | 5.0 | 0.803 |
| Cc1ccc2[nH]c(C(=O)N3CCOCC3)cc2c1 | -2.9 | -36.9 | 0.973 | -0.3 | 2.7 | -1.1 | 0.6 | 4.1 | 1.37 |
| CC(C)(C)[C@H]1C=C(C(=O)NC2CC2)O[C@@H](OCc2ccc(CO)cc2)C1 | 0.7 | -5.1 | 1.07 | 2.1 | -7.3 | -0.5 | -2.6 | 0.9 | 1.05 |
| CCCSc1nc2c(cnn2-c2ccc(F)cc2)c(=O)[nH]1 | 1.2 | -2.7 | 0.895 | -1.6 | 10.5 | -0.4 | -2.7 | -12.0 | 1.03 |
| c1ccc(N/N=C(\Cc2nc3ccccc3[nH]2)c2ccccc2)cc1 | 0.7 | 10.0 | 0.916 | 0.0 | 8.4 | 49.7 | -7.3 | 0.3 | 0.9 |
| CC1CC(Nc2ccccc2)c2ccccc2N1C(=O)c1ccco1 (configuration not stated) | 1.2 | 11.1 | 0.962 | -2.8 | 3.8 | 1.1 | -3.0 | 0.0 | 0.889 |
| O=C(CN1CCOCC1)Nc1cc(Cl)ccc1Cl | -2.1 | 10.0 | 0.938 | -3.6 | 6.2 | 0.9 | -9.0 | -5.1 | 0.9 |
| Cc1cccc(-n2c(CNC(=O)c3ccc(S(=O)(=O)N4CCCC4)cc3)n[nH]c2=S)c1 | -4.0 | -3.0 | 0.977 | -2.1 | 2.3 | 0.4 | 26.9 | -8.7 | 1.03 |
| COc1ccc(-n2ncc3c(NCC4CCCO4)ncnc32)cc1 (configuration not stated) | 0.6 | 8.6 | 0.906 | -3.8 | 9.4 | -0.2 | -3.4 | -5.2 | 0.914 |
| CC(C)c1ccc(S(=O)(=O)NC2CCS(=O)(=O)C2)cc1 (configuration not stated) | 6.4 | 10.5 | 1.02 | -0.1 | -1.8 | -0.6 | 6.3 | 1.3 | 0.895 |
| CCOc1ccccc1N1CC(C(=O)Nc2ccccc2N2CCOCC2)CC1=O (configuration not stated) | -1.2 | -10.6 | 0.869 | -2.8 | 13.1 | -1.3 | -6.8 | -10.2 | 1.11 |
| Cn1c(Cc2ccccc2)nnc1SCC(=O)NC1CC1 | -1.2 | 21.5 | 0.923 | 1.6 | 7.7 | -0.9 | -14.0 | -5.9 | 0.785 |
| COc1c2c(cc3ccc(=O)oc13)CCO2 | -1.8 | -4.4 | 0.92 | -2.2 | 8.0 | -0.4 | -5.1 | -1.1 | 1.04 |
| Cc1cc(C)nc(SCC(=O)N2CCC(C(N)=O)CC2)n1 | -4.6 | -3.0 | 0.94 | -2.0 | 6.0 | -0.3 | -7.8 | -5.7 | 1.03 |
| CCC(=O)Oc1ccc(C(=O)Nc2ccc([N+](=O)[O-])cc2)cc1 | 0.7 | -17.4 | 1.1 | -2.7 | -10.2 | -2.1 | 0.2 | -1.4 | 1.17 |
| CNC(=O)c1[nH]cnc1C(=O)Nc1ccc(Cl)cc1 | -0.6 | -34.3 | 0.908 | -3.1 | 12.4 | 0.3 | -7.3 | -3.6 | 1.37 |
| CN(C)CCCNC(=O)C[C@H]1C[C@H](C(=O)N2CCCCC2)[C@@]2(CCc3ccccc3)c3[nH]c4cc(-c5ccco5)ccc4c3CCN2C1=O | 2.8 | / | 1.21 | / | -28.7 | -0.5 | 5.3 | / | / |
| CCn1c(SCC(=O)N2CCCCC2)nc2c(c1=O)SC(C)C2 (configuration not stated) | 2.7 | -0.4 | 1.05 | -0.2 | -4.8 | -1.2 | 2.6 | 1.1 | 1 |
| CCn1cc(C(=O)Nn2cnnc2)c(=O)c2ccc(C)nc21 | 5.1 | -5.4 | 1.01 | 0.9 | -1.2 | -0.3 | -0.9 | 1.1 | 1.05 |
| COc1cccc(C(=O)COc2ccc3c(C)c(Cc4ccccc4)c(=O)oc3c2)c1 | -2.8 | 8.8 | 0.827 | -0.8 | 17.3 | -1.2 | -2.0 | -1.6 | 0.912 |
| Cc1noc(C)c1CSc1nnnn1-c1ccc(Cl)cc1 | -5.7 | -27.2 | 1.04 | -1.6 | -4.3 | 0.9 | -9.2 | 2.5 | 1.27 |
| NC(=O)N/N=C/c1cc(Br)ccc1OCC(=O)NCc1ccccc1 | -1.7 | 5.3 | 0.976 | 0.3 | 2.4 | -0.5 | -3.4 | 0.0 | 0.947 |
| COc1ccc(-n2nc(C(=O)NCCCN3CCCC3=O)c3c4ccccc4n(C)c3c2=O)cc1Cl | -2.1 | -19.1 | 0.902 | 0.9 | 9.8 | -0.4 | -2.9 | -2.9 | 1.19 |
| Cc1cc(Br)cn2ccnc12 | -3.7 | -2.5 | 0.964 | 0.2 | 3.6 | 1.2 | -6.3 | -1.1 | 1.02 |
| OCCC#Cc1ccc(CN2CCN(CCc3ccccc3)C(CCO)C2)cc1 (configuration not stated) | -4.9 | 2.1 | 1.1 | -2.5 | -9.7 | 0.6 | 0.5 | 2.5 | 0.979 |
| Cc1nc(SCc2nc3ccccc3[nH]2)c2oc3ccc(Br)cc3c2n1 | -1.7 | 1.6 | 0.921 | -5.6 | 7.9 | 18.5 | -7.2 | -2.2 | 0.984 |
| CCOc1cc(C)ccc1OCc1nnc(SCC(=O)c2cccc([N+](=O)[O-])c2)n1CC | -7.1 | 4.9 | 0.919 | -1.9 | 8.1 | 0.3 | -3.7 | 10.7 | 0.951 |
| Cc1ccc(C(=O)NCCSc2snnc2C)cc1 | 0.2 | 10.7 | 1.06 | -2.9 | -5.6 | -0.1 | -4.5 | -5.5 | 0.893 |
| O=C(Nc1ccccc1C(F)(F)F)c1cc2ncc(CCCl)cn2n1 | -4.1 | 9.7 | 1.01 | 0.0 | -1.3 | 0.1 | -8.6 | -1.3 | 0.903 |

Quoted from the listing:
Cc1ccc(C(=O)NCCSc2snnc2C)cc1 in A3G deaminase = -4.5
CCOc1cc(C)ccc1OCc1nnc(SCC(=O)c2cccc([N+](=O)[O-])c2)n1CC in hIAP act = 0.951

Random draw from the library; about 3.3% have a hit in one of these screens.
